SKKanGAS inh: inhibitors of SKKanGAS S. pyogenes growth in kanamycin (SK-promoter or general growth effect); 300,000 tested, 1.3% active; inhibition, % at 7.5 µM; BacTiter-Glo, 6 h;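 active = mean replicate score, as percent of positive control median, at least 50; inconclusive = mean below 50 but one replicate at or above 50; inactive = mean and every replicate below 50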;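 note: strain carries kanamycin resistance gene driven by streptokinase promoter and grows in 40 µg/ml kanamycin; loss of luminescence reflects streptokinase promoter inhibition or plain growth inhibition; 0% = median of DMSO wells and 100% = positive control at its reference dose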
KCNK9 block: human KCNK9 channel inhibition; B-score at 10 µM; 310,000 tested, 1.2% active; HEK293 KCNK9, FluxOR thallium flux fluorescence; stronger effect = lower value;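 active = ratio B-score over 3 SD below the library mean, with starting fluorescence within 5 SD of its mean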;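 note: negative B-score means less thallium flux so channel inhibition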
Target sequence (Q9NPC2 whole entry, looked up): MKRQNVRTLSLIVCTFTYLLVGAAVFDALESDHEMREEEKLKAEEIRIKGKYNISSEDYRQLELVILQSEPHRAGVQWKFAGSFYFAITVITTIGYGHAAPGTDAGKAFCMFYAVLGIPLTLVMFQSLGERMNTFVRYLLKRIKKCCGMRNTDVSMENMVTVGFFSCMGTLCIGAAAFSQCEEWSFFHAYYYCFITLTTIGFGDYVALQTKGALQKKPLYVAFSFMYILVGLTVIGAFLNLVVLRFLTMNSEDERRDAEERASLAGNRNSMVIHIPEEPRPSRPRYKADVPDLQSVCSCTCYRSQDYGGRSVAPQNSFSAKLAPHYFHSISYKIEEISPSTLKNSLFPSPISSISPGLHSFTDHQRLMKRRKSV
hERG rescue: compounds protecting human hERG from proarrhythmic drug block | 310,000 tested, 0.51% active | CHO-hERG, FluxOR thallium flux, dofetilide IC70 present | activation (rescue from dofetilide block), less the hit threshold, % at 10 µM;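 active = activation above the mean of controls blocked by dofetilide plus 5 SD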;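 note: thallium influx through hERG after potassium depolarization seen as dye fluorescence rise; in these data hits start at about 4.7%; inactives centre near -7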
TMEM16A inh: blocks the mouse calcium-activated chloride channel TMEM16A; HEK293 TMEM16A/YFP iodide influx fluorescence, ionomycin; normalized B-score (activity score, 25-100; higher = stronger inhibition) at 10 µM; 310,000 tested, 1.2% active;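 active = ratio plate-corrected score three or more library SD toward inhibition, starting fluorescence score within five deviations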;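 note: score derived from kinetic fluorescence span divided by baseline fluorescence per well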
TMEM16A act: activators or potentiators of mouse TMEM16A chloride channel. HEK293 TMEM16A/YFP-H148Q/I152L, iodide quench fluorescence; stronger effect = lower value. 340,000 tested, 0.3% active. B-score at 10 µM. Q8BHY3;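 active = fluorescence-ratio B-score plate-corrected deviation score at least 3 library SD below zero, with starting fluorescence score within 5 deviations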;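 note: channel opened by trigger with iodide after compound preincubation; score built on the fluorescence ratio of max minus min over baseline; more negative score means more quench and so TMEM16A activation or potentiation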
HDAC3 inhib: inhibitors of human histone deacetylase 3; recombinant HDAC3, fluorogenic peptide/trypsin coupled, fluorescence; inhibition, % at 8.3 µM; 320,000 tested, 0.15% active; AID 2718; in the data active = inhibition above about 26%, passing the limit was not always enough; inconclusive = no clear call, values can overlap the other calls
Target sequence (O15379 whole entry, looked up): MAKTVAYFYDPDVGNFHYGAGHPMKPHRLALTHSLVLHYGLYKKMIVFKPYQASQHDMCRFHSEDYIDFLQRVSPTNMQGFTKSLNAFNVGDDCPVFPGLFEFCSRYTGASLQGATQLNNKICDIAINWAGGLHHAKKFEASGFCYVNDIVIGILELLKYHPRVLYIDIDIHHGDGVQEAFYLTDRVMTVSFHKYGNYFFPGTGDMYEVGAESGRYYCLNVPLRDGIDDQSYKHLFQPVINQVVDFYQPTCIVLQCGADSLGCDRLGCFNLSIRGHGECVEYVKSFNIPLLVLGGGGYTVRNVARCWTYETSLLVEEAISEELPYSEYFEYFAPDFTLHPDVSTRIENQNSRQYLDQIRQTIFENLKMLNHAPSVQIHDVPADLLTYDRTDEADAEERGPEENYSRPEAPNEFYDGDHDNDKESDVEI
RGS4 act: RGS4 potentiation or activation. HEK293 M3R/inducible RGS4, carbachol calcium flux Fluo4; stronger effect = lower value. B-score at 10 µM. 310,000 tested, 0.92% active;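 active = B-score of the integrated calcium signal more than 4 SD below the library mean, with starting fluorescence not abnormally high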;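 note: negative B-score means reduced calcium response which marks RGS4 activation or potentiation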
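System: HEK293 FlpIn-TREx cells, stable M3R, doxycycline-inducible RGS4. Timing: overnight RGS4 induction, 30 min dye load 37 °C, 20 min compound RT. Also added: carbachol, ECmax concentration. Measured by: Fluo4 fluorescence kinetic imaging of calcium. Evaluation: integrated calcium ratio converted to B score.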
KCNQ1 act: human KCNQ1 channel potentiation or activation | CHO-K1 KCNQ1, thallium flux FluxOR fluorescence; stronger effect = higher value | B-score at 10 µM | 310,000 tested, 0.35% active;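 active = fluorescence ratio B-score, a plate-corrected score, at least three library SD, with initial intensity B-score within 5 SD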
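Material: CHO-K1 cells stably expressing KCNQ1. Medium: assay buffer for compound exposure, DMSO matched across wells. Reagent: K+/Tl+ depolarizing stimulus. Compound dosing: single-concentration screen. Times: 37 °C overnight plating, 90-min dark dye load, 20-min compound pretreatment. Technique: FluxOR Tl+ flux fluorescence.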
KCNK3 block: human KCNK3 channel inhibition, primary screen. O14649. CHO-KCNK3 thallium flux, FluxOR fluorescence; stronger effect = lower value. B-score at 10 µM. 340,000 tested, 0.84% active;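 active = B-score under library mean minus 4 SD, starting fluorescence ratio at most library mean plus 5 SD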;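 note: more negative B-score means stronger inhibition of thallium flux through KCNK3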
KCNQ1 block: human KCNQ1 channel inhibition | P51787 | B-score at 10 µM | AID 2642 | 310,000 tested, 1.3% active | CHO-K1 KCNQ1, FluxOR thallium flux fluorescence; stronger effect = higher value;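 active = compounds whose thallium flux B-score, printed positive for inhibition, exceeds three library SD while starting fluorescence stays within three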;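 note: channel opened by potassium depolarization with thallium stimulus after 20 min compound exposure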
RGS4 block: inhibitors of human RGS4; P49798; HEK293 M3R/RGS4 inducible, Fluo-4 calcium flux; stronger effect = higher value; triggered by carbachol at its EC20; B-score at 10 µM; 310,000 tested, 0.45% active;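 active = B-score, a plate-corrected calcium signal, over three deviations above library mean, with baseline fluorescence within five deviations of library mean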;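 note: RGS4 expression induced by doxycycline in cells with stable M3 receptor; B-score is computed from the integrated fluorescence ratio over baseline after carbachol; higher B-score means a larger calcium signal and so more RGS4 inhibition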
Target sequence (P49798 whole entry, looked up): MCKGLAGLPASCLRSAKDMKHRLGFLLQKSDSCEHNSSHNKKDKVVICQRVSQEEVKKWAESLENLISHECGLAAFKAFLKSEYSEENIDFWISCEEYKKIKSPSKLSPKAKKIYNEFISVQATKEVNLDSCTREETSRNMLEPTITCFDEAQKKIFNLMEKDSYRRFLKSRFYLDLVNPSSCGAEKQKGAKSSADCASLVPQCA
The depositor's hits bear a star; i = inactive; ? = inconclusive; nt = not tested or not shown.

SMILES	SKKanGAS inh	KCNK9 block	hERG rescue	TMEM16A inh	TMEM16A act	HDAC3 inhib	RGS4 act	KCNQ1 act	KCNK3 block	KCNQ1 block	RGS4 block
COCCNC(=O)c1cccc(OC2CCN(Cc3cccc(C(C)=O)c3)CC2)c1	1	i	-9	i	i	-3	i	i	i	i	i
CC1CN(C(=O)c2cccc(S(=O)(=O)N3CCOCC3)c2)CC(C)O1 (configuration not stated)	-1	i	-6	i	i	-1	i	i	i	i	i
COc1cccc(OCc2nnc(SC)n2C)c1	11	i	-10	i	i	2	i	i	i	i	i
O=C(CN1CCCc2ccccc21)N/N=C/c1ccc(F)cc1F	0	i	-9	i	i	1	i	i	i	i	i
O=C(C1CC1)N1CCc2sccc2C1c1ccc(Cl)cc1 (configuration not stated)	9	i	-3	i	i	-4	i	i	i	6*	i
Cc1cc(Cl)c2oc(C(=O)N3CCCCC3CCN3CCCC3=O)c(C)c2c1 (configuration not stated)	4	i	-12	i	i	6	i	i	i	i	i
CC(=O)c1ccc(S(=O)(=O)Nc2cccc(-c3ccc4nncn4n3)c2)cc1	-5	i	-4	i	i	-7	i	i	i	i	i
CC1CCc2c(sc3ncnc(NCCCOC(C)C)c23)C1 (configuration not stated)	1	i	-10	i	i	3	i	i	i	i	i
Cc1ccc(C(=O)Nc2ccc(N3CCN(C)CC3)nc2)cc1	7	i	-6	i	i	-10	i	i	i	i	i
CC(=NCCN1CCOCC1)C1=C(O)c2ccccc2C1=O	-3	i	-9	i	i	9	i	i	i	i	i
CC(=O)Nc1ccc(S(=O)(=O)N2CCC(C(=O)NC3CC3)CC2)cc1	3	i	-8	i	i	-2	i	i	i	i	i
CC(C)N(Cc1nccn1C)C(=O)CCc1nnc(CCCc2ccccc2)o1	-1	i	-10	i	i	1	i	i	i	i	i
Cc1nn(C)c(Sc2ccccc2N)c1[N+](=O)[O-]	9	i	-10	i	i	4	i	i	i	i	i
Cc1cccc(N2CCN(C(=O)C3CCN(S(=O)(=O)c4c(C)noc4C)CC3)CC2C)c1 (configuration not stated)	-11	i	-6	i	i	6	i	i	i	i	i
Nc1c(N=Nc2ccccc2F)c(=O)[nH]n1-c1ccccc1	-11	i	-4	i	i	9	i	i	i	i	i
Cc1nnc(SCC(=O)Nc2cccc(Cl)c2)n1CC1CCCO1 (configuration not stated)	2	i	-10	i	i	3	i	i	i	i	i
CCN(CC)C(=O)Cn1ccc(NC(C)=O)nc1=O	3	i	-4	i	i	-2	i	i	i	i	i
CCOC(=O)N(NC(=O)C(O)(CC(C)C)CC(C)C)c1ccccc1	-9	i	-6	i	i	-1	i	i	i	i	i
CCOC(=O)N1CCC(NC(=O)CCC(=O)N2CCOc3ccc(Cl)cc32)CC1	-5	i	-3	i	i	-2	i	i	i	i	i
O=C(Nc1cccc(O)c1)c1cc(-c2ccccc2Cl)on1	-14	i	-1	i	i	-6	i	i	i	i	i
CC(C)N(CCCNC(=O)Cn1c(=O)c2cccn2c2ccc(F)cc21)Cc1ccccc1	-1	i	-5	i	i	-10	i	i	i	i	i
O=C(CCNS(=O)(=O)c1ccc2[nH]c(=O)oc2c1)Nc1ccccc1	-5	i	-2	i	i	1	i	i	i	i	i
Cc1cc(Cl)c(S(=O)(=O)Nc2ccccn2)cc1OCC(N)=O	-2	i	-3	i	i	0	i	i	i	i	i
COC(=O)c1ccc(OS(=O)(=O)c2ccc(NC(C)=O)cc2)cc1	1	i	-7	i	i	0	i	i	i	i	i
CCN(c1ccc(NC(=O)COC(=O)CCC(=O)c2ccc(F)cc2)cc1)C(C)C	1	i	-8	i	i	1	i	i	i	i	i

Quoted at random: two records from the list
SMILES	SKKanGAS inh	KCNK9 block	hERG rescue	TMEM16A inh	TMEM16A act	HDAC3 inhib	RGS4 act	KCNQ1 act	KCNK3 block	KCNQ1 block	RGS4 block
CC1CN(C(=O)c2cccc(S(=O)(=O)N3CCOCC3)c2)CC(C)O1 (configuration not stated)	-1	i	-6	i	i	-1	i	i	i	i	i
CC1CCc2c(sc3ncnc(NCCCOC(C)C)c23)C1 (configuration not stated)	1	i	-10	i	i	3	i	i	i	i	i

Next structures
SMILES	SKKanGAS inh	KCNK9 block	hERG rescue	TMEM16A inh	TMEM16A act	HDAC3 inhib	RGS4 act	KCNQ1 act	KCNK3 block	KCNQ1 block	RGS4 block
CC(C)CCNc1c(-c2cccs2)nc2ccccn12	2	i	-22	i	i	-15	i	i	i	i	i
Cc1ccccc1NC(=O)NNC(=O)OC(C)(C)C	-4	i	-10	i	i	-2	i	i	i	i	i
CCCCN1C(=O)Nc2ccccc2S1=O (configuration not stated)	1	i	-6	i	i	-7	i	i	i	i	i
COc1cccc(CNC(=O)CCC2CCCN(C/C=C/c3ccccc3OC)C2)c1 (configuration not stated)	1	i	-16	i	i	-2	i	i	i	i	i
Oc1ccc(N2CCN(c3nc(-c4cccs4)nc4ccccc34)CC2)cc1	30	-8.4*	-12	i	i	9	i	i	i	i	i
O=C(Oc1cc2oc(=O)c3c(c2cc1Cl)CCCC3)c1cccs1	31	i	-12	i	i	-15	i	i	i	i	i
Cc1ccccc1C(=O)NC1CCN(CC(=O)Nc2ccc(Br)cc2)CC1	-1	i	-7	i	i	-6	i	i	i	i	i
CC(c1ccccn1)N(CCN(C)C)C(=S)Nc1cccc(F)c1 (configuration not stated)	-7	i	-4	i	i	-6	i	i	i	i	i
O=C(c1ccc(Br)o1)N1CCC(Cc2ccccc2)CC1	5	i	-10	i	i	-9	i	i	i	i	i
COc1cc2c(cc1OC)CC1(CCCCC1)N=C2	-5	i	-1	i	i	4	i	i	i	i	i
CCOC(=O)C1=C(C)NC(=O)C1CC(=O)O (configuration not stated)	0	i	-2	i	i	3	i	i	i	i	i
CN(CC(O)COCc1ccc2c(c1)OCO2)C1CCCCC1 (configuration not stated)	6	i	-4	i	i	0	i	i	i	i	i
O=c1[nH]ncc(N2CCCC2)c1Cl	-5	i	-2	i	i	-4	i	i	i	i	i
CC(C)c1cc(C(=O)N2CCCC(N3CCN(c4ccc(F)cc4)CC3)C2)n(C)n1 (configuration not stated)	-1	i	-11	nt	i	nt	i	i	i	i	i
COc1ccc(NC(=O)CCCn2cc([N+](=O)[O-])cn2)cc1	-2	i	-17	i	i	5	i	i	i	i	i
COc1ccc(CN(C)C(=O)c2ccc3c(=O)n4c(nc3c2)CCC4)cc1	-6	i	-12	i	i	-6	i	i	i	i	i
O=C(NCCCN1CCN(c2ccccc2F)CC1)C1CCC(=O)N1C1CCCC1 (configuration not stated)	0	i	-5	i	i	1	i	i	i	i	i
Cc1noc(C)c1S(=O)(=O)N1CCC(C(=O)NC2CCN(Cc3ccccc3)CC2)CC1	-8	i	0	i	i	0	i	i	i	i	i
Cc1nc(-c2ccccc2)sc1C(=O)O	6	i	0	i	i	0	i	i	i	i	i
Cc1cc(Cl)c(S(=O)(=O)NCC2CCCO2)cc1OCC(=O)NC1CCCCC1 (configuration not stated)	1	i	-6	i	i	-1	i	i	i	i	i
CCc1cc(S(=O)(=O)N2CCN(C(=O)c3ccco3)CC2)ccc1OC	5	i	-2	i	i	-8	i	i	i	i	i
Cc1ccc(S(=O)(=O)NC(C(=O)Oc2ccc3ccc(=O)oc3c2)c2ccccc2)cc1 (configuration not stated)	-6	i	-14	i	i	-43	i	i	i	i	i
CCN1CCN(CC(=O)N2N=C(c3cccs3)CC2c2ccc(OC)cc2)C(=O)C1=O (configuration not stated)	7	i	-17	i	i	-3	i	i	i	i	i
O=C(COc1cccc2ccccc12)Nc1cc(Cl)ccc1C(=O)O	39	i	-4	100*	i	1	i	i	i	i	i
Cc1onc(C(=O)Nc2c(C)n(C)n(-c3ccccc3)c2=O)c1[N+](=O)[O-]	-7	i	-13	i	i	0	i	i	i	i	i
Going on with the list:
SMILES	SKKanGAS inh	KCNK9 block	hERG rescue	TMEM16A inh	TMEM16A act	HDAC3 inhib	RGS4 act	KCNQ1 act	KCNK3 block	KCNQ1 block	RGS4 block
COc1ccc(N2C(=O)CC(N3CCN(S(=O)(=O)c4ccc(Cl)cc4)CC3)C2=O)cc1 (configuration not stated)	-2	i	-4	i	i	-5	i	i	i	i	i
NC(=O)C1CCN(c2c([N+](=O)[O-])cc(C(F)(F)F)cc2[N+](=O)[O-])CC1	0	i	-6	i	i	1	i	i	i	i	i
COc1cccc(/C=c2\s/c(=C/C(=O)c3ccc(C)cc3)[nH]c2=O)c1OC	24	i	-5	i	i	5	i	i	i	i	i
COc1ccc(OC)c(S(=O)(=O)N2CCC(C(=O)NCCc3ccccc3)CC2)c1	2	i	0	i	i	1	i	i	i	i	i
CC1CN(S(=O)(=O)c2ccc(C(=O)Nc3nnc(-c4ccco4)o3)cc2)CC(C)O1 (configuration not stated)	6	i	-8	i	i	1	i	i	i	i	i
COC(=O)c1c(-c2cccs2)csc1NC(=O)c1cccnc1	0	i	-14	i	i	5	i	i	i	i	i
Cc1cc(C)c(NC(=O)CN(C)S(=O)(=O)c2ccc3c(c2)n(C)c(=O)c(=O)n3C)c(C)c1	-2	i	-10	i	i	?	i	i	i	i	i
CC1=NN(c2cccc(Cl)c2)C(=O)C12CC(C)=C(C)CS2 (configuration not stated)	16	-11*	-11	100*	i	0	i	i	i	i	i
CCS(=O)(=O)c1ncc(Cl)c(C(=O)Nc2ccc(S(=O)(=O)N(C)c3ccccc3)cc2)n1	-52	i	-12	i	i	1	i	i	i	i	i
Cc1ccc(Cn2c(=S)[nH]c3ccccc3c2=O)cc1	3	i	0	i	i	-6	i	i	i	i	i
COc1ccc(CCN(C)CC(O)COc2c(C)ccc(C)c2C)cc1OC (configuration not stated)	15	i	-4	i	i	4	i	i	i	i	i
O=C1NCCN(Cc2ccc(Cl)c(F)c2)C1CC(=O)N1CCc2ccccc2C1 (configuration not stated)	-13	i	-18	i	i	5	i	i	i	i	i
CSc1ccc(CCNC(=O)c2cc(-c3ccccc3)c(N3CCOCC3)s2)cc1	6	i	-10	i	i	8	i	i	i	i	i
O=C(CCc1ccccc1)N1CCCN(C(=O)CCc2ccccc2)CC1	-3	i	-13	i	i	0	i	i	i	i	i
c1ccc2sc(NC3=NCN(C4CCCCCC4)CN3)nc2c1	-3	i	-10	i	i	-7	i	i	i	i	i
COc1ccc(C(=O)Oc2ccc(C(C)=O)cc2)c(OC)c1	-4	i	-6	i	i	-6	i	i	i	i	i

No enrichment for hits. Share with any hit: about 6.3%.
